Screens (PubChem)
OX1R antag-1: antagonists of human orexin 1 receptor | AID 434989 | inhibition, % at 5 µM | CHO/OX1R cells, Fluo-8 calcium fluorescence, orexin A | O43613 | 330,000 compounds, 0.43% hits;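 active = inhibition above its plate's threshold, mean inhibition of all tested compounds on the plate plus 3 SD, cut at about 37% in these data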;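 note: 0% = orexin A challenge wells and 100% = SB-334867-A antagonist wells; not every result past the cut was called active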
Target sequence (O43613 whole entry, looked up): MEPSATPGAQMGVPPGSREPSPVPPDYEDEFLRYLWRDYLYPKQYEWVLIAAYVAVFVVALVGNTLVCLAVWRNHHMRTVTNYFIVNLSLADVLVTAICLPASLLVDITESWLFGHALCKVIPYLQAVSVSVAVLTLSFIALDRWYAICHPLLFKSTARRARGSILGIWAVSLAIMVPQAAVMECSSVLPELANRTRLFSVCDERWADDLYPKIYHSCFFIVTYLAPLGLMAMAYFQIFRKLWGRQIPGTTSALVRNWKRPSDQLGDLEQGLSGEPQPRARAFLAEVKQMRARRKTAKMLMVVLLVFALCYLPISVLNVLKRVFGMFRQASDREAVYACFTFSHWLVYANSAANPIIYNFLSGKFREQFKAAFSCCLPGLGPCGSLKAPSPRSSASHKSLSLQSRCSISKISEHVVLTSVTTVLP
OX1R antag-2: blocks the human orexin 1 receptor | inhibition, % at 6.6 µM | O43613 | OX1R-expressing cells, FRET antagonist read-out | 330,000 compounds, 1.8% hits | AID 485270; in the data active = inhibition mostly above about 38%, no sharp cut-off; inactive = mostly below about 40%;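 note: 0% = agonist challenge alone and 100% = reference antagonist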
Numbers without * were called inactive.

`COc1cc(NS(=O)(=O)c2ccc(N/C=C(\C=O)c3nc4ccccc4o3)cc2)nc(OC)n1` gave OX1R antag-1 -9 and OX1R antag-2 11.
Screening CC(=O)Nc1ccc(OCC(O)Cn2nc(C)c(C(C)=O)c2C)cc1 (centres undefined) returned OX1R antag-1 -13 and OX1R antag-2 12.
CCOC(=O)C1CCN(C(=O)CN2C(=O)CSc3ccc(S(=O)(=O)N4CCOCC4)cc32)CC1 was read as OX1R antag-1 -14 and OX1R antag-2 12.
For CCn1cc(C(=O)NC2CC(C)(C)Cc3c2cnn3-c2cccc(F)c2)cn1 (centres undefined) the results were OX1R antag-1 -14 and OX1R antag-2 20.
For CCO/N=C(\C)c1c(O)c2ccccc2n(C)c1=O the results were OX1R antag-1 -19 and OX1R antag-2 7.
N#Cc1c(SCC(=O)Nc2nccs2)sc2c(O)cc(=O)[nH]c12 was read as OX1R antag-1 -3 and OX1R antag-2 18.
CS(=O)(=O)c1ccc2nc(NC(=O)C3C4C=CC(C4)C3C(=O)O)sc2c1 (centres undefined) was read as OX1R antag-1 -12 and OX1R antag-2 12.
Screening Cc1ccc(S(=O)(=O)/N=S(\C)CC2CC2(Cl)Cl)cc1 (centres undefined) returned OX1R antag-1 -9 and OX1R antag-2 2.
CC(C)(C)c1cccc(Oc2nn[nH]n2)c1 was read as OX1R antag-1 -8 and OX1R antag-2 14.
For C/C(=N\NC(=O)c1nnn(-c2nonc2N)c1-c1cccs1)c1cccnc1 the results were OX1R antag-1 -14 and OX1R antag-2 3.
For CC(C)COC(=O)Nc1nnc(Cc2ccccc2)s1 the results were OX1R antag-1 -35 and OX1R antag-2 34.
Cc1cc(C(=O)N/N=C/c2ccc(N3CCOCC3)cc2)c(C)o1 was read as OX1R antag-1 -16 and OX1R antag-2 15.
Screening Fc1ccc(C2=CC(c3cccs3)n3nnnc3N2)cc1 (centres undefined) returned OX1R antag-1 -12 and OX1R antag-2 -2.
`O=C(COC(=O)c1ccc2c(c1)OCCO2)NC1CCCCC1` gave OX1R antag-1 -8 and OX1R antag-2 -3.
`Cc1ccc2[nH]cc(C(=O)CN3CCN(c4ccccn4)CC3)c2c1` gave OX1R antag-1 -39 and OX1R antag-2 18.

Pulled by compound from the entries so far (4):
For CC(C)COC(=O)Nc1nnc(Cc2ccccc2)s1 the results were OX1R antag-1 -35 and OX1R antag-2 34.
For CCn1cc(C(=O)NC2CC(C)(C)Cc3c2cnn3-c2cccc(F)c2)cn1 (centres undefined) the results were OX1R antag-1 -14 and OX1R antag-2 20.
Screening Fc1ccc(C2=CC(c3cccs3)n3nnnc3N2)cc1 (centres undefined) returned OX1R antag-1 -12 and OX1R antag-2 -2.
For CCO/N=C(\C)c1c(O)c2ccccc2n(C)c1=O the results were OX1R antag-1 -19 and OX1R antag-2 7.

More structures
Cc1onc(-c2c(Cl)cccc2Cl)c1C(=O)O/N=C(\C#N)c1ccccc1 was read as OX1R antag-1 -4 and OX1R antag-2 2.
Screening O=C(c1ccco1)N1CCN(c2ccccc2F)CC1 returned OX1R antag-1 -8 and OX1R antag-2 17.
For COC(=O)CCC(=O)OC1(C)C(=O)C2=CN(CC(C)C)C(c3ccc(OC)cc3)=CC2=C(Br)C1=O (centres undefined) the results were OX1R antag-1 -7 and OX1R antag-2 15.
For COc1cc(-c2nnc(CSc3nnc4nc(C)cc(C)n34)o2)cc(OC)c1OC the results were OX1R antag-1 -7 and OX1R antag-2 17.
`OCCN1CN=C(Nc2nc3ccccc3o2)NC1` gave OX1R antag-1 -1 and OX1R antag-2 22.
`CCCCOc1ccc(CSc2n[nH]c(C)n2)cc1` gave OX1R antag-1 7 and OX1R antag-2 13.
`COc1cc(OC)c(C2=NOC(C(=O)O)C2)cc1Cl` (centres undefined) gave OX1R antag-1 -5 and OX1R antag-2 0.
For COc1ccc(-n2c(=O)c3c4c(sc3n(CC(=O)Nc3cc(C)[nH]n3)c2=O)CCCC4)c(OC)c1 the results were OX1R antag-1 -26 and OX1R antag-2 7.
For COc1ccc(NC(=O)CS(=O)CC(=O)NCC2OCCc3ccccc32)cc1 (centres undefined) the results were OX1R antag-1 -15 and OX1R antag-2 27.
Screening CCCOc1ccc(N2C(=O)C/C(=C\c3ccccc3)C2=O)cc1 returned OX1R antag-1 14 and OX1R antag-2 8.
Screening CCOc1ccc(-c2[nH]ncc2Oc2ccccc2OC)c(O)c1 returned OX1R antag-1 -8 and OX1R antag-2 24.
`CCOC(=O)C(NC(=O)CCl)(Nc1sc(C)c(CC)c1C#N)C(F)(F)F` (centres undefined) gave OX1R antag-1 4 and OX1R antag-2 36.
For CCCCC[C@H](O)/C=C/[C@H]1CCC(=O)[C@@H]1CCCCCCC(=O)N1CCCCC1CO (some centres undefined) the results were OX1R antag-1 -2 and OX1R antag-2 -10.
CCOC(=O)c1c(NC(=O)CSc2n[nH]c(CNc3ccccc3)n2)sc(C)c1C was read as OX1R antag-1 -30 and OX1R antag-2 1.
`O=C(N/C(=C\c1ccc([N+](=O)[O-])cc1)C(=O)N1CCCCC1)c1ccccc1` gave OX1R antag-1 -23 and OX1R antag-2 75*.

Filtered by structure: the compounds so far containing an aryl thioether with sulfur outside any ring (four)
N#Cc1c(SCC(=O)Nc2nccs2)sc2c(O)cc(=O)[nH]c12 was read as OX1R antag-1 -3 and OX1R antag-2 18.
For COc1cc(-c2nnc(CSc3nnc4nc(C)cc(C)n34)o2)cc(OC)c1OC the results were OX1R antag-1 -7 and OX1R antag-2 17.
`CCCCOc1ccc(CSc2n[nH]c(C)n2)cc1` gave OX1R antag-1 7 and OX1R antag-2 13.
CCOC(=O)c1c(NC(=O)CSc2n[nH]c(CNc3ccccc3)n2)sc(C)c1C was read as OX1R antag-1 -30 and OX1R antag-2 1.

(next part)
CCOc1cc2[nH]c(=S)n(CCC(=O)NCc3ccco3)c(=O)c2cc1OCC was read as OX1R antag-1 -7 and OX1R antag-2 5.
For CCOC(=O)CC1CCCCN1C(=O)c1cc(COc2cccc3cnccc23)on1 (centres undefined) the results were OX1R antag-1 26 and OX1R antag-2 48*.
Screening CCCCCn1ccc(=O)c2c(C(F)(F)F)nccc21 returned OX1R antag-1 2 and OX1R antag-2 10.
Screening CC(=O)OCCC(NS(=O)(=O)OCC(Cl)(Cl)Cl)c1ccccc1 (centres undefined) returned OX1R antag-1 -17 and OX1R antag-2 21.
`Cc1ccc(Cl)cc1N1CCN(CC(=O)Nc2ccc(CN3CCCCC3)cc2)CC1` gave OX1R antag-1 -5 and OX1R antag-2 14.
`Cc1c(C)n(Cc2ccccc2)c2ncnc(NCCN(C)C)c12` gave OX1R antag-1 -21 and OX1R antag-2 6.
`O=C(COC(=O)CNS(=O)(=O)c1ccc(Br)cc1Cl)NC1CCCC1` gave OX1R antag-1 -4 and OX1R antag-2 28.
O=C(NC1CCCCC1)C(c1ccco1)N(Cc1cccs1)C(=O)Cn1nnc2ccccc21 (centres undefined) was read as OX1R antag-1 -9 and OX1R antag-2 5.
For Nc1ccc(CNc2ncn[nH]2)cc1 the results were OX1R antag-1 2 and OX1R antag-2 4.
For COc1ccc(CN2CCN(S(=O)(=O)c3ccccc3)CC2)c(OC)c1OC the results were OX1R antag-1 -24 and OX1R antag-2 6.
`COCCOC(=O)c1c(C)n(C)c2ccc(OC(=O)C3CC3)cc12` gave OX1R antag-1 -19 and OX1R antag-2 18.
`C=CCn1c(=O)c2ccccc2n2c(SCC(=O)N3CCCc4ccccc43)nnc12` gave OX1R antag-1 -13 and OX1R antag-2 24.
Screening Cc1ccc(CCNC(=O)c2sc3nc4n(c(=O)c3c2C)CCC4)cc1 returned OX1R antag-1 -26 and OX1R antag-2 8.
For C[C@H]1CN=C(N(C)C)N1CCc1cccc(F)c1 the results were OX1R antag-1 -14 and OX1R antag-2 30.
CC(C1CCN(Cc2cn(C)nc2-c2cccc(Cl)c2)CC1)N1CCOCC1 (centres undefined) was read as OX1R antag-1 -18 and OX1R antag-2 21.

Reprinted from the part before: five compounds; new compounds follow.
`COCCOC(=O)c1c(C)n(C)c2ccc(OC(=O)C3CC3)cc12` gave OX1R antag-1 -19 and OX1R antag-2 18.
`C=CCn1c(=O)c2ccccc2n2c(SCC(=O)N3CCCc4ccccc43)nnc12` gave OX1R antag-1 -13 and OX1R antag-2 24.
Screening Cc1ccc(CCNC(=O)c2sc3nc4n(c(=O)c3c2C)CCC4)cc1 returned OX1R antag-1 -26 and OX1R antag-2 8.
For C[C@H]1CN=C(N(C)C)N1CCc1cccc(F)c1 the results were OX1R antag-1 -14 and OX1R antag-2 30.
CC(C1CCN(Cc2cn(C)nc2-c2cccc(Cl)c2)CC1)N1CCOCC1 (centres undefined) was read as OX1R antag-1 -18 and OX1R antag-2 21.
`COc1cc(/C=C(/C#N)C(=O)Nc2ccc(Cl)cc2)ccc1Oc1nc(Cl)ncc1F` gave OX1R antag-1 -7 and OX1R antag-2 14.
Screening COC(=O)c1c(NC(=O)c2ccc(S(=O)(=O)N3CCOCC3)cc2)sc2c1CCN(C(C)C)C2 returned OX1R antag-1 -12 and OX1R antag-2 30.
`Cc1nnc(NC(=O)CCC(=O)N2CCN(S(=O)(=O)c3cc([N+](=O)[O-])ccc3C)CC2)s1` gave OX1R antag-1 -13 and OX1R antag-2 16.
Fc1ccc(-c2csc3ncnc(Nc4ccc(N5CCOCC5)cc4)c23)cc1 was read as OX1R antag-1 -25 and OX1R antag-2 17.
NC(=O)Nc1ccc(C(=O)OCC(=O)NCc2ccc3c(c2)OCO3)cc1 was read as OX1R antag-1 -3 and OX1R antag-2 0.
For COc1ccc(CNc2cccc3[nH]c(C(F)(F)F)nc23)cc1OC the results were OX1R antag-1 -7 and OX1R antag-2 3.
`CN(C(=O)c1cccs1)c1ccccc1C(=O)O` gave OX1R antag-1 -7 and OX1R antag-2 13.
Screening Cc1ccc(C(=O)NCCc2nnc3ccc(SCC(=O)NCc4ccc(F)cc4)nn23)cc1 returned OX1R antag-1 -33 and OX1R antag-2 17.
`COc1ccc(S(=O)(=O)N2CCCOC2CNC(=O)C(=O)NCCCN2CCOCC2)cc1C` (centres undefined) gave OX1R antag-1 0 and OX1R antag-2 -4.
For Cc1ccc(C(=O)NCCCn2ccnc2)cn1 the results were OX1R antag-1 -2 and OX1R antag-2 12.
For CCOc1ccccc1OCCCC(=O)Nc1sccc1C(N)=O the results were OX1R antag-1 -15 and OX1R antag-2 9.
Screening CCOC(=O)c1c(NC(=O)Cn2c(=O)oc3ccccc32)oc(C)c1C(C)=O returned OX1R antag-1 -21 and OX1R antag-2 18.
COC(=O)c1c(C(=O)OC)c(C)n(Cc2ccco2)c1C was read as OX1R antag-1 -12 and OX1R antag-2 27.
Screening O=c1cc(-c2cccc([N+](=O)[O-])c2)[nH][nH]1 returned OX1R antag-1 -5 and OX1R antag-2 29.
CCCn1c(=O)c2sccc2n2c(CCCC(=O)NC3CCN(Cc4ccccc4)CC3)nnc12 was read as OX1R antag-1 -18 and OX1R antag-2 19.
Screening COc1cc(OC)cc(-c2oc3cccnc3c2C#CCCO)c1 returned OX1R antag-1 -9 and OX1R antag-2 36.
`Cc1c(CC(C)C)nc(N)c(C#N)c1-c1ccccc1` gave OX1R antag-1 -30 and OX1R antag-2 21.
For NC(=O)NOCc1ccc(Cl)cc1Cl the results were OX1R antag-1 8 and OX1R antag-2 8.
`CC(C)Cc1nc(Cl)c(C#N)c2c1CCC2` gave OX1R antag-1 7 and OX1R antag-2 1.
Screening CC(C)N(CCCNC(=O)c1nn(C)c2c1CS(=O)(=O)c1ccccc1-2)Cc1ccccc1 returned OX1R antag-1 -10 and OX1R antag-2 13.
COc1ccccc1-c1ccc(=O)n(CC(=O)NC2CCc3ccccc32)n1 (centres undefined) was read as OX1R antag-1 -11 and OX1R antag-2 4.
Screening CC(CCc1ccccc1)NC(=O)C1CCCN(C(=O)c2cc3sccc3n2C)C1 (centres undefined) returned OX1R antag-1 -32 and OX1R antag-2 10.
For C=CCOc1c(Br)cc(/C=N/Nc2ccc(C(=O)O)cc2)cc1OCC the results were OX1R antag-1 -9 and OX1R antag-2 18.
Screening CCOc1ccccc1CN1C(=O)c2ccccc2C1C(=O)NC(C)CC (centres undefined) returned OX1R antag-1 -15 and OX1R antag-2 9.
`O=[N+]([O-])c1ccc(Cl)c(/C=N/n2c(C3CCCCC3)n[nH]c2=S)c1` gave OX1R antag-1 7 and OX1R antag-2 20.
Screening CCOc1cc(C(=O)Nc2ccc(S(=O)(=O)NC3=NCCCCC3)cc2)cc(Br)c1OC returned OX1R antag-1 -5 and OX1R antag-2 7.
Screening CC(=O)c1ccc(Nc2cnn(C34CC5CC(CC(CC(=O)O)(C5)C3)C4)c(=O)c2Cl)cc1 returned OX1R antag-1 -11 and OX1R antag-2 34.
For Cc1cc(C)c(OCC(=O)OC(C)C(=O)N2CCc3ccccc32)c(C)c1 (centres undefined) the results were OX1R antag-1 -36 and OX1R antag-2 8.
`CP(=O)(COC(=O)c1ccccc1)COC(=O)c1ccccc1` gave OX1R antag-1 -4 and OX1R antag-2 9.
Screening CCOc1ccc2oc(C(=O)NCc3ccccc3CN3CCCC3)c(C)c2c1 returned OX1R antag-1 -25 and OX1R antag-2 1.
Cc1ccc(NC(=O)COC(=O)CCNS(=O)(=O)c2ccc(C)c(C)c2)cc1 was read as OX1R antag-1 -11 and OX1R antag-2 12.
Screening COc1cc(NC(=O)COC(=O)CNC(=O)c2ccc(C)cc2)c(C)cc1[N+](=O)[O-] returned OX1R antag-1 -30 and OX1R antag-2 20.
`CC1(C)CC(Cc2nc(=S)[nH][nH]2)C(=O)O1` (centres undefined) gave OX1R antag-1 12 and OX1R antag-2 2.
For CCN1CCN(S(=O)(=O)c2ccc(Cl)c(C(=O)N(C)Cc3cccs3)c2)CC1 the results were OX1R antag-1 -35 and OX1R antag-2 4.
